14-3-3g Raf: 14-3-3 gamma protein interaction modulation; hit rate 0.19% among 160,000; AID 422; FP, 14-3-3gamma / TMR-pS259-Raf peptide binding; P61981; inhibition, % at 40 µM; in the data active = inhibition above about 30%;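 note: 0% = protein plus tracer without compound and 100% = blank with tracer alone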
Target sequence (P61981 whole entry, looked up): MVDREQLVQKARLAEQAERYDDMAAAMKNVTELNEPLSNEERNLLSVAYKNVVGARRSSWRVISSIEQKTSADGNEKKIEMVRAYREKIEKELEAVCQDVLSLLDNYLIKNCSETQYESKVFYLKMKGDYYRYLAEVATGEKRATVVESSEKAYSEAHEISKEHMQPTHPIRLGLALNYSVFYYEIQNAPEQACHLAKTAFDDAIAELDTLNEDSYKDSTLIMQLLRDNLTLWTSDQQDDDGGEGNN
Numbers without * were called inactive; & = joins results of further samples. Some of the compounds tested; rates above refer to the full screens.

SMILES	14-3-3g Raf
Cc1nnc(Nc2ccc(C(=O)NCCO)cc2)c2ccccc12	-6&-6
CS(=O)(=O)CCC(C(=O)O)N1C(=O)c2ccc(Oc3ccc(Cl)cc3)cc2C1=O (stereo not drawn)	4
CCCOc1ccc(-c2nnc(N)s2)cc1	-4&0
Cc1cc([N+](=O)[O-])nn1CCCC(=O)N1CCN(c2ccc(F)cc2)CC1	-6
CCOC(=O)COc1ccc(C=Nc2sc3c(c2C#N)CCCC3)cc1OC	-14
Cc1cccc(-n2nnc(C(N)=O)c2N)c1	-2
O=C(CCCn1c(=O)[nH]c2ccc(Br)cc2c1=O)NCc1ccc2c(c1)OCO2	-8
COc1ccc(CNC(=O)CCc2nc3ccccc3n(Cc3ccc(Cl)cc3)c2=O)cc1	-15
CSc1nc2nc(-c3ccccc3)cc(-c3cccc(Cl)c3)n2n1	-4
COC(=O)c1ccc(OC(=O)c2cccnc2)cc1	-7
CCOC(=O)c1cnc2ccc(C)cc2c1NCCc1ccc(OC)c(OC)c1	0
Cc1ccc2nsnc2c1NC(=O)c1cc([N+](=O)[O-])ccc1Cl	-7
COCCCNC(=O)CN1CCN(Cc2ccccc2F)C1=O	1
O=C(O)CC(Cc1ccc(Cl)cc1)C(=O)Nc1ccccc1 (stereo not drawn)	1
O=C(O)C1CCN(S(=O)(=O)c2ccc(Br)cc2)CC1	-2
CCOC(=O)c1ccc(NC(=O)c2ccc(Br)c(S(=O)(=O)N3CCCCC3)c2)cc1	-6
CC(C)Cn1cc(C(=O)NCCCOC(C)C)c2c3ccccc3n(C)c2c1=O	-6
Cn1c(CSc2ccccc2)c(C#N)c2ccccc21	0
CCN1C(=O)c2cccc3c(NC(=O)C45CC6CC(CC(C6)C4)C5)ccc1c23	-6
Cc1ccc2nc(NC(=O)CN(C)S(=O)(=O)c3cccc4nsnc34)sc2c1	-10
Cc1cccc(NC(=O)c2cc3c(=O)n4cccc(C)c4nc3s2)c1	-15
CCC(=O)c1cc2c(C)cc(=O)oc2c(C)c1O	-2
CSc1nc(O)c(C2OC(=O)c3ccccc32)c(=O)[nH]1 (stereo not drawn)	0
O=C(O)c1cccc(NC2=CC(=NS(=O)(=O)c3cccs3)c3ccccc3C2=O)c1	-70
CCN(CC)S(=O)(=O)c1cc(C(=O)Nc2ccc(Cl)cn2)ccc1C	-10
COc1ccccc1OCC(=O)NCC1CCCCC1	-8
O=c1c2sc3ccc([N+](=O)[O-])cc3c2[nH]c(=S)n1Cc1ccccn1	-11
CCOC(=O)c1c(C)n(-c2ccccc2)c2ccc(OC(=O)COc3ccccc3)cc12	-4
COc1ccc(C2C3=C(CCCC3=O)Nc3nc(C(=O)OC(C)C)nn32)cc1 (stereo not drawn)	-2
CN(C)c1ccc(P(=O)(OCc2ccccc2)C(O)c2ccccc2F)cc1 (stereo not drawn)	-7
Cn1c(SCc2ccc(F)cc2)nc2c([nH]c3ccccc32)c1=O	-1
COC(=O)c1c(N)c2ccccc2[nH]c1=O	0
Cc1ccccc1C(=O)Nc1cc2cccc([N+](=O)[O-])c2oc1=O	-5
COC(=O)C1=C(NC(=O)c2cccc(C)c2)CCS1	-2&8
CCOc1ccccc1C1C(C(=O)OC2CCCC2)=C(C)NC2=C1C(=O)CCC2 (stereo not drawn)	-7
COC(=O)c1sccc1NC(=O)c1cc(C)on1	6
COC(=O)C1=C(C)NC(=O)CC1c1cc(OC)c(OC)cc1Br (stereo not drawn)	-6
COc1ccc(OCCOC(=O)c2cccs2)cc1	-4
Fc1ccc(CN2CCCCCCC2)c(F)c1	0
O=c1[nH]c2ccc(Cl)cc2c(-c2ccccc2)c1CN1CCOCC1	6
Cc1cc(C)n(-c2ccc(OCC(=O)O)nn2)n1	-10
CCS(=O)(=O)c1ccc(O)c(NC(=O)Nc2ccccc2)c1	-2
O=c1c2cc3ccccc3cc2[nH]c(=S)n1C1CC1	-11
COc1ccc(N(CC(=O)Nc2ccc3c(c2)OCO3)S(C)(=O)=O)c(OC)c1	-1
CN1c2ccccc2C(C)(C)C12C=Nc1c(ccc3ccccc13)O2 (stereo not drawn)	84*
COc1ccccc1OCC(=O)N1CCN(c2ccccn2)CC1	-1
CCC(C)(NC(=O)c1ccccn1)C(=O)NC1CCCCC1 (stereo not drawn)	-5
CCCN(C(=O)Cc1c(C(=O)O)[nH]c2ccccc12)c1ccc(CC)cc1	-7
O=C(O)C1C2C=CC(O2)C1C(=O)Nc1ccc(S(=O)(=O)N2CCc3ccccc32)cc1 (stereo not drawn)	-2
CC(C)OC(=O)c1cn(-c2ccccc2)nc1-c1ccco1	-10

The list goes on.
SMILES	14-3-3g Raf
COC(=O)Cn1c2c(c3cc(C)ccc31)CCCC2	-6
CCOc1c(C(N)=O)c(-c2ccccc2)c2c(=O)[nH]c3ccccc3n12	-1
O=C(Cn1cnc2c(nnn2Cc2ccc(Cl)cc2)c1=O)OCc1ccccc1	2
COC(=O)NC1CSCC1OC(=O)CN1C(=O)c2ccccc2C1=O (stereo not drawn)	-15
O=C(O)c1ccc(CSc2ncn[nH]2)cc1	0
COc1cc(C2C(C(=O)OC(C)C)=C(C)NC3=C2C(=O)CC(C)(C)C3)cc(OC)c1OC (stereo not drawn)	-2
Cc1ccccc1-c1nc(Cc2ccccc2)no1	-5
COc1ccc(OCC(=O)Nc2nccs2)cc1	2
N#Cc1cccc(NC(=O)Cc2c(C(=O)O)[nH]c3ccc(Cl)cc23)c1	-4
COc1ccc2nc(NC(=O)CNC(=O)C3CCCCC3)sc2c1	-2
CCC(C#N)C12CC3CC(CC(C3)C1)C2 (stereo not drawn)	0
CC1(C)CC(C(CCN(Cc2ccccc2)C(=O)c2ccco2)c2ccc(F)cc2)CCO1 (stereo not drawn)	-3
CCOC(=O)c1ccc(-n2c(=S)sc3c(=O)[nH]c(C)nc32)cc1	-4
Cc1ccnc(NC(=O)C2c3ccccc3C(=O)N3CCc4ccccc4C23)c1 (stereo not drawn)	-6
CC(C(=O)Nc1nc(-c2ccccc2)cs1)N1C(=O)C2C3C=CC(C3)C2C1=O (stereo not drawn)	16
COc1ccc(C2CC(=O)c3cnc(N)nc3C2)c(OC)c1 (stereo not drawn)	1
CCOC(=O)N1CCN(S(=O)(=O)c2ccc(F)c(C(=O)Nc3cc(C)cc(C)c3)c2)CC1	-3
O=C(COC(=O)c1n[nH]c2ccccc12)NC(=O)NC1CCCCC1	-4
O=C1CC(N2CCC(c3nc4ccccc4o3)CC2)C(=O)N1c1ccc(Cl)c(C(F)(F)F)c1 (stereo not drawn)	-14
O=C(O)C1COc2ccccc2O1 (stereo not drawn)	4
COc1ccc([N+](=O)[O-])cc1C1NN=C(c2ccccc2)S1 (stereo not drawn)	0
Cc1cc(NC(=O)Cn2c(=O)n(CCc3ccccc3)c(=O)c3c(C)c(C)sc32)n[nH]1	2
CC(=O)Nc1nonc1-c1nc2ccccc2n1Cc1ccccn1	-3
CSc1nc(-c2ccc(F)cc2)nc2c1c(=O)n(C)c(=O)n2C	-3
O=C(CSc1nccn1-c1ccc(Cl)cc1)Nc1ccc2c(c1)OCO2	-3&-4
COc1ccc(Br)cc1CN1C(=O)CCC1(C)C(=O)NC1CCC(C)CC1 (stereo not drawn)	-1
CC(=O)NS(=O)(=O)c1ccc(NC(=O)c2cc(-c3ccc(C)cc3)nc3ccccc23)cc1	-3
COC(=O)CSc1nnc(-c2cccnc2)n1-c1cc(OC)cc(OC)c1	-1
COc1cccc(C2Nc3ccccc3-c3nnc(SC)nc3O2)c1OCC(=O)O (stereo not drawn)	-7
Cc1cc2oc(=O)c3c(c2c2occ(-c4ccc(Cl)cc4)c12)CCCC3	-1
Cc1cc2c(c(=O)n1C1CC1)C(c1cccc(Cl)c1)C(C#N)=C(N)O2 (stereo not drawn)	-2
CNC(=O)CN(C#N)c1nc(N(C)C)nc(N(C)C)n1	-2
COc1cccc(C(=O)Nc2ccc(-c3csc(C)n3)cc2)c1	-9
N#Cc1ccccc1Cn1c(=O)n(CCC(=O)NCc2ccccc2)c(=O)c2sccc21	-3
COC(=O)c1sc2ccccc2c1NC(=O)c1ccc(C)cc1	-5
COc1ccc(Nc2nnc(-c3cc4c(ccc5ccccc54)oc3=O)s2)cc1	-16
CC(C)N1CC2(c3ccccc31)N1CC3(C)CN2CC(C)(C1)C3=O (stereo not drawn)	-1
CCC(C)NC(=O)C1(C)CCC(=O)N1CCN1CCCCCC1 (stereo not drawn)	-4
CC1CCc2sc(NC(=O)c3ccccc3Oc3ccccc3)c(C#N)c2C1 (stereo not drawn)	0
CC(=O)c1oc2ccccc2c1N	-12&-8
CCOCCCNC(=O)c1cc2c(-c3ccc(Cl)cc3)nn(C)c2s1	1
O=C(NCc1cccnc1)c1ccc2c(=O)n(CCCN3CCCC3=O)c(=S)[nH]c2c1	0&-7
CSc1nc2[nH]c3c(c2c2ncnn12)CCCC3	-7
O=C(Cn1ncn2cccc2c1=O)N1CCCCC1	-4
CCOC(=O)c1c(NC(=O)CSc2nnc(C)s2)sc2c1CCC(C)C2 (stereo not drawn)	-6
Cc1cc(C)cc(NC(=O)C2C3C=CC4(O3)C2C(=O)N(Cc2ccc3c(c2)OCO3)C4C(=O)NC2CCCCC2)c1 (stereo not drawn)	-12
OCC1NC[C@@H](O)C(O)[C@@H]1O (stereo partly drawn)	2
Cc1cc(=O)n2[nH]c(CC(=O)O)nc2n1	4
O=C1C2C3C=CC(C3)C2C(=O)N1c1ccccc1 (stereo not drawn)	4
COc1ccc(C2/C(=C(\O)c3ccc(F)cc3)C(=O)C(=O)N2c2ccccn2)cc1OC (stereo not drawn)	-2

(next part)
SMILES	14-3-3g Raf
Cc1ccccc1CSc1nc2[nH]ncc2c(=O)n1-c1cccc(C(F)(F)F)c1	-4
O=C1CN(C(=O)c2ccccc2I)C(c2ccc(F)cc2)c2cc(Br)ccc2N1 (stereo not drawn)	-8
O=C(CCS(=O)(=O)c1ccc(Br)cc1)NCCN1CCN(c2ccccc2F)CC1	-3
CC1=CC(C)(C)N2C(=O)C(=O)c3cc(OC(=O)c4ccc([N+](=O)[O-])cc4)cc1c32	-18
Cc1ccc(C(=O)c2ccc(OCCOc3ccc([N+](=O)[O-])cc3)cc2)cc1	0
O=C(CCc1nc2ccccc2c(=O)[nH]1)NC1CCN(Cc2ccccc2)CC1	3
NC1=NC2CS(=O)(=O)CC2S1 (stereo not drawn)	-10
CCc1ccc(C2NC(=O)NC(C)=C2C(=O)OCCOC(C)C)cc1 (stereo not drawn)	0
CCOc1ccc(C2CC(c3ccc(CC)cc3)Nc3nc(N)nn32)cc1 (stereo not drawn)	3
c1ccc(-c2cnc(-c3ccncc3)nn2)cc1	-21
CCOC(=O)c1ccc(CN(Cc2ccc(C)cc2)S(=O)(=O)c2cccc(C(F)(F)F)c2)cc1	2
CN(C)CCC(c1ccc(Cl)cc1)c1ccccn1 (stereo not drawn)	-10
CCOC(=O)c1c(NC(=O)c2cc(C3CC3)on2)sc(C(C)=O)c1C	-2
CC(C)Cc1ccc(C(C)c2nc3ccccc3[nH]2)cc1 (stereo not drawn)	-10
Cc1sc2c(c1C)c(=O)n(-c1ccc(Cl)cc1)c(=O)n2CC(=O)c1ccccc1	-1
COc1ccccc1C1C2=C(CCCC2=O)Nc2nc3ccccc3n21 (stereo not drawn)	-4
O=C(CN1C(=O)c2ccccc2C1=O)N1CCN(c2ccc(F)cc2)CC1	-5
CCN(CC)c1ccc(NC(=O)c2ccc3c(c2)c(C)c(C)n3C)cc1	-70
CCc1ccccc1Nc1nc(-c2sc(NC(C)=O)nc2C)cs1	-13
CC(=O)N1CCc2[nH]c3ccccc3c2C1	-6&6
COc1cc(C2C3=C(CCCC3=O)OC3=C2C(=O)CCC3)cc(Cl)c1OCC(=O)O	-1
CCOC(=O)C1=CN(c2ccc(C)cc2)C=C(C(=O)OCC)C1c1cccc(OC)c1	3
O=C(c1cnc2ccccn2c1=O)N1CCCc2ccccc21	-4
O=C(NCc1ccccc1)C(c1cccnc1)N(Cc1ccco1)C(=O)c1ccccn1 (stereo not drawn)	-7
CCOC(=O)c1cnc2cc(Cl)c(OC)cc2c1Nc1ccc2c(c1)OCCO2	0
Cc1cc(C)cc(-n2nc3c(c2NC(=O)c2ccco2)CSC3)c1	-46
CC(OC(=O)c1cccc(NS(C)(=O)=O)c1)C(=O)Nc1ccc(N2CCOCC2)cc1 (stereo not drawn)	-14
COc1ccc(OC)c2[nH]c(=O)c(CCNC(=O)C34CC5CC(CC(C5)C3)C4)cc12	-10
CCOc1ccc(NC(=O)C/C(N)=N/O)cc1	-7
Cc1cc(=O)n2[nH]c([N+](=O)[O-])nc2n1	-1

20 compounds from above, arranged by length of the SMILES, smallest number first:
SMILES	14-3-3g Raf
O=C(O)C1COc2ccccc2O1 (stereo not drawn)	4
CCCOc1ccc(-c2nnc(N)s2)cc1	-4&0
O=C(O)c1ccc(CSc2ncn[nH]2)cc1	0
Cn1c(CSc2ccccc2)c(C#N)c2ccccc21	0
COCCCNC(=O)CN1CCN(Cc2ccccc2F)C1=O	1
O=C(c1cnc2ccccn2c1=O)N1CCCc2ccccc21	-4
CC(C)Cc1ccc(C(C)c2nc3ccccc3[nH]2)cc1 (stereo not drawn)	-10
O=C(O)C1CCN(S(=O)(=O)c2ccc(Br)cc2)CC1	-2
CSc1nc(O)c(C2OC(=O)c3ccccc32)c(=O)[nH]1 (stereo not drawn)	0
CSc1nc(-c2ccc(F)cc2)nc2c1c(=O)n(C)c(=O)n2C	-3
CCOC(=O)COc1ccc(C=Nc2sc3c(c2C#N)CCCC3)cc1OC	-14
CCOC(=O)c1c(NC(=O)CSc2nnc(C)s2)sc2c1CCC(C)C2 (stereo not drawn)	-6
Cc1ccccc1C(=O)Nc1cc2cccc([N+](=O)[O-])c2oc1=O	-5
CCOC(=O)c1ccc(-n2c(=S)sc3c(=O)[nH]c(C)nc32)cc1	-4
CC(C)Cn1cc(C(=O)NCCCOC(C)C)c2c3ccccc3n(C)c2c1=O	-6
N#Cc1cccc(NC(=O)Cc2c(C(=O)O)[nH]c3ccc(Cl)cc23)c1	-4
Cc1ccc(C(=O)c2ccc(OCCOc3ccc([N+](=O)[O-])cc3)cc2)cc1	0
CCOC(=O)C1=CN(c2ccc(C)cc2)C=C(C(=O)OCC)C1c1cccc(OC)c1	3
Cc1sc2c(c1C)c(=O)n(-c1ccc(Cl)cc1)c(=O)n2CC(=O)c1ccccc1	-1
CCOC(=O)N1CCN(S(=O)(=O)c2ccc(F)c(C(=O)Nc3cc(C)cc(C)c3)c2)CC1	-3
